# High-throughput results (PubChem BioAssay)
# FadD28 binding – inhibitors of Mycobacterium tuberculosis FadD28 bisubstrate binding; FadD28 bisubstrate probe binding, fluorescence polarization; inhibition, % at 12.5 µM; actives 0.22% (n = 360,000); AID 588549; in the data active = inhibition above about 8.5%, passing the limit was not always enough
# TcdB inh – blocks C. difficile toxin B glycohydrolase activity | actives 0.24% (n = 350,000) | P18177 | TcdB glycohydrolase enzymatic assay, plate reader | inhibition, % at 9.99 µM; in the data active = inhibition above about 10%
# Mtb UGM inh – Mtb UDP-galactopyranose mutase inhibition; P9WIQ1; purified UGM, fluorescence polarization probe displacement; inhibition, % at 10 µM; actives 0.06% (n = 320,000); in the data active = inhibition above about 10%, passing the limit was not always enough
# Target sequence (P9WIQ1 whole entry, looked up): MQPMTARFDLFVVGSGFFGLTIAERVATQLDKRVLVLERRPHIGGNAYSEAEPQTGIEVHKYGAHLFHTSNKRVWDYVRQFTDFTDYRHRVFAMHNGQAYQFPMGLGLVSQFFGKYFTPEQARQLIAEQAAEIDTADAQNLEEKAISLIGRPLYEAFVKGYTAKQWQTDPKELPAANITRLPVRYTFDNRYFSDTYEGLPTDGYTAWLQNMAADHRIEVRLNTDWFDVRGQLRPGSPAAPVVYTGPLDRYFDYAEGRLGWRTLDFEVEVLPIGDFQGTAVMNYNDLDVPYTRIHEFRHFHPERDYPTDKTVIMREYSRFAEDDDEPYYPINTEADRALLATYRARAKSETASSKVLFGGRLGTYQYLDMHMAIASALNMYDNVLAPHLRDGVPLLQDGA
# BioA inh – blocks M. tuberculosis BioA enzyme activity. AID 602481. actives 0.096% (n = 360,000). purified M. tuberculosis BioA enzyme, plate reader. inhibition, % at 9.99 µM; in the data active = inhibition above about 40%
# PfHsp40 rescue – restores yeast growth despite PfHsp40 toxicity; growth rescue, % at 12.5 µM; S. cerevisiae expressing PfHsp40, growth rescue, ATP luminescence; actives 0.68% (n = 340,000); in the data active = growth rescue above about 28%, passing the limit was not always enough;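 note: yeast W303a lacking pdr1 and pdr3 grown in galactose medium; growth measured after three days at 30 °C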
# Vc quorum ag – inducers of Vibrio cholerae quorum light production without autoinducers | V. cholerae BH1578 lux reporter, luminescence, 6 h | activation, % at 18.7 µM | actives 0.16% (n = 350,000); in the data active = activation mostly above about 9.7%, no sharp cut-off; note: not every result past the cut was called active; inactives centre near 0; reference of the scale not given here
# FBA Mtb inh – inhibitors of M. tuberculosis fructose-bisphosphate aldolase. actives 2.3% (n = 360,000). inhibition, % at 1 µM. purified M. tuberculosis FBA, fluorescence read-out. AID 588726; in the data active = inhibition above about 27%;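 note: 0% = vehicle and 100% = reference inhibitor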
# Target sequence (P9WQA3 whole entry, looked up): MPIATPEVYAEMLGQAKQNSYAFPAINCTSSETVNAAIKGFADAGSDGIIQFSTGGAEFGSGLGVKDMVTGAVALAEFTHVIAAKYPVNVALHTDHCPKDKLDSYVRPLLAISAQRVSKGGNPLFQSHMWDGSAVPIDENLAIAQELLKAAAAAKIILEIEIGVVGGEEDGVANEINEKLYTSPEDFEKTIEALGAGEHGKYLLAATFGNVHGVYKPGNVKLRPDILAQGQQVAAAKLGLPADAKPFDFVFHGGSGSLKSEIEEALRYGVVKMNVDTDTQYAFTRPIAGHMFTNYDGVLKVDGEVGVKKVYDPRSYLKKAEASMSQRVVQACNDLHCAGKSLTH
# Yp Topo-I inh – blocks Yersinia pestis topoisomerase I activity; Y. pestis Topo-I cleavage product accumulation, plate reader; activity, % at 10 µM; actives 0.064% (n = 360,000); AID 504884; in the data active = activity above about 50%, passing the limit was not always enough; note: inactives centre near 2
# * marks the source's active call; other numbers are inactive results; i = inactive; nt = not tested or not shown. Only part of the results is shown; count on the stated rates, not on these rows.
# Results follow in this order: FadD28 binding | TcdB inh | Mtb UGM inh | BioA inh | PfHsp40 rescue | Vc quorum ag | FBA Mtb inh | Yp Topo-I inh
- COc1ccc(NC(=O)N2C[C@@H](O)COC[C@H]3O[C@@H](CC(=O)N4CCOCC4)CC[C@@H]32)cc1
    nt | 0.5 | nt | -3.7 | nt | nt | nt | nt
- COCCNC(=O)C[C@@H]1CC[C@H]2[C@@H](COC[C@@H](O)CN2Cc2cccc(-c3ccncc3)c2)O1
    nt | -2.3 | nt | -4.4 | nt | nt | nt | nt
- C[C@@H]1CN([C@@H](C)CO)C(=O)c2cc(N(C)C)ccc2O[C@@H](C)CCCCO[C@@H]1CN(C)Cc1ccncc1
    nt | -32 | nt | 10 | nt | nt | nt | nt
- C[C@@H]1CN([C@H](C)CO)C(=O)c2cccc(NS(=O)(=O)c3ccc(Cl)cc3)c2O[C@@H]1CN(C)S(=O)(=O)c1ccccc1
    nt | 0.3 | nt | 9.5 | nt | nt | nt | nt
- CCC(=O)N(C)C[C@@H]1Oc2ncc(C3=CCCC3)cc2C(=O)N([C@H](C)CO)C[C@@H]1C
    nt | 0.0 | nt | -4.1 | nt | nt | nt | nt
- C[C@H](CO)N1C[C@H](C)[C@H](CN(C)C(=O)C2CC2)Oc2cc(C#Cc3ccccn3)ccc2S1(=O)=O
    nt | -1.4 | nt | 3.5 | nt | nt | nt | nt
- O=C(CC1CC1)Nc1ccc2c(c1)[C@@H]1C[C@H](CC(=O)NC3CCCCC3)O[C@H](CO)[C@@H]1O2
    nt | 0.1 | nt | -0.2 | nt | nt | nt | nt
- O=C(C1CC1)N1CCCCN2[C@H](C1)[C@H](c1ccc(-c3cccc(F)c3)cc1)[C@@H]2CO
    nt | 0.3 | nt | 1.8 | nt | nt | nt | nt
- COc1ccc(NC(=O)N(C)C[C@H]2OCCCC[C@H](C)Oc3ccc(NS(C)(=O)=O)cc3C(=O)N([C@@H](C)CO)C[C@@H]2C)cc1
    nt | -0.1 | nt | 2.6 | nt | nt | nt | nt
- C[C@@H]1CCCCO[C@@H](CN(C)Cc2ccc(Cl)c(Cl)c2)[C@H](C)CN([C@@H](C)CO)C(=O)c2cc(NC(=O)Cc3ccccc3)ccc2O1
    nt | -1.0 | nt | -1.6 | nt | nt | nt | nt
- COc1ccc(NC(=O)Nc2cccc3c2O[C@@H](CN(C)Cc2ccncc2)[C@H](C)CN([C@@H](C)CO)C3=O)cc1
    nt | -3.3 | nt | -4.3 | nt | nt | nt | nt
- C[C@H]1CN([C@@H](C)CO)C(=O)Cc2cc(NS(=O)(=O)c3cccs3)ccc2O[C@H]1CN(C)Cc1ccc2c(c1)OCO2
    nt | 0.5 | nt | -0.5 | nt | nt | nt | nt
- C[C@H](CO)N1C[C@H](C)[C@@H](CN(C)S(=O)(=O)c2ccccc2F)OCc2ccccc2-c2c(n(C)c3ccccc23)C1=O
    nt | 0.1 | nt | 2.0 | nt | nt | nt | nt
- C[C@@H]1CCCCO[C@@H](CN(C)C(=O)C2CCCCC2)[C@@H](C)CN([C@@H](C)CO)C(=O)c2cc(NC(=O)Nc3ccc4c(c3)OCO4)ccc2O1
    nt | 1.9 | nt | 0.4 | nt | nt | nt | nt
- CC(C)NC(=O)N1[C@H](CO)[C@@H](c2ccc(C#CC3CC3)cc2)[C@@H]1C#N
    nt | 0.4 | nt | -0.1 | nt | nt | nt | nt
- COc1ccc(S(=O)(=O)Nc2ccc3c(c2)C(=O)N([C@@H](C)CO)C[C@H](C)[C@H](CN(C)Cc2ccc4c(c2)OCO4)O3)cc1
    nt | 0.4 | nt | 3.3 | nt | nt | nt | nt
- C[C@@H]1CN([C@@H](C)CO)C(=O)Cc2cc(NC(=O)NC3CCCCC3)ccc2O[C@H]1CN(C)C(=O)NC1CCCCC1
    nt | 1.6 | nt | 2.2 | nt | nt | nt | nt
- O=C(C[C@@H]1C=C[C@@H](NC(=O)NC2CCCCC2)[C@H](CO)O1)NCc1ccccc1
    nt | -0.2 | nt | -5.3 | nt | nt | nt | nt
- CCCC#Cc1cnc2c(c1)C(=O)N([C@H](C)CO)C[C@H](C)[C@@H](CN(C)C(=O)c1ccc3c(c1)OCO3)O2
    nt | 0.5 | nt | 1.2 | nt | nt | nt | nt
- O=C(C[C@@H]1C[C@H]2c3cc(NC(=O)CC4CC4)ccc3O[C@H]2[C@H](CO)O1)NCc1ccc2c(c1)OCO2
    nt | 0.6 | nt | -0.4 | nt | nt | nt | nt
- C[C@@H]1CN([C@@H](C)CO)C(=O)Cc2cc(NC(=O)Nc3cccc4ccccc34)ccc2O[C@@H]1CN(C)Cc1ccc(Oc2ccccc2)cc1
    nt | 0.2 | nt | -1.8 | nt | nt | nt | nt
- COc1ccc(NC(=O)N(C)C[C@@H]2OCCCC[C@H](C)Oc3ccc(NC(=O)C4CCCCC4)cc3C(=O)N([C@H](C)CO)C[C@@H]2C)cc1
    nt | 0.2 | nt | -0.9 | nt | nt | nt | nt
- C[C@@H]1CN([C@@H](C)CO)C(=O)Cc2cc(NC(=O)c3ccncc3)ccc2O[C@H]1CN(C)C(=O)NC1CCCCC1
    nt | 1.8 | nt | -0.8 | nt | nt | nt | nt
- CC(C)CN1CCC(=O)N([C@H](CO)c2ccccc2)CC1
    nt | 0.1 | -3.9 | nt | -1.2 | nt | nt | nt
- O=c1cc(-c2ccccc2Cl)oc2c(NS(=O)(=O)c3ccccc3OC(F)(F)F)ccc(O)c12
    nt | 1.1 | -0.2 | nt | 0.9 | nt | nt | nt
- COc1cc(/C=C2/C(C)=C(C#N)c3nc(N)c(C#N)c(C)c32)ccc1OCC(=O)O
    nt | -0.4 | 2.0 | nt | -0.9 | nt | nt | nt
- C[C@@]12C(=O)N(Cc3ccccc3)CC(=O)N1[C@H](/C=C/c1ccccc1)[C@@H]1C(=O)N(c3ccccc3)C(=O)[C@@H]12
    nt | 0.5 | -1.5 | nt | -0.5 | nt | nt | nt
- CC(=O)c1ccccc1OC(=O)COc1ccc(Cl)cc1C
    nt | -0.8 | 1.0 | nt | 5.3 | nt | nt | nt
- O=C(c1ccc(F)cc1)[C@@H]1[C@@H](C(=O)c2ccccc2)[C@@]2(C(=O)Nc3ccccc32)[C@H]2c3ccccc3C=CN12
    nt | nt | -1.3 | -0.3 | nt | -0.2 | nt | nt
- COc1ccc(C2=CC(=O)C=CC2=O)cc1
    nt | nt | nt | -1.4 | 4.0 | i | nt | nt
- CCOC(=O)C(NC(=O)CCC(=O)Nc1ccc(S(N)(=O)=O)cc1)C(O)c1ccccc1 (centres undefined)
    nt | nt | nt | 0.0 | -0.5 | 5.6 | nt | nt
- COc1ccc(S(=O)(=O)N2CCN(C(=O)COc3ccc4c(C)cc(=O)oc4c3)CC2)cc1
    nt | nt | nt | -0.2 | -0.1 | i | nt | nt
- CC(Sc1nnc(-c2ccccc2F)n1C)C(=O)Nc1ccc(N2CCOCC2)cc1 (centres undefined)
    nt | 0.2 | nt | nt | nt | -0.2 | nt | -8
- COc1cc(/C=C/CNC[C@H]2O[C@@H](n3cnc4c(N)ncnc43)[C@H](O)[C@@H]2O)ccc1O
    3.2 | nt | nt | -1.2 | nt | nt | 2 | nt
- Cc1ccc(Cc2c(-c3ccc(F)cc3)nc3c(C)cc(Br)cn23)cc1
    -7.1 | nt | nt | 0.1 | nt | nt | -1 | nt
- Cc1cc2nc(-c3ccc(Cl)cc3)c(Cc3cccc(F)c3)n2c(C)c1Br
    -4.4 | nt | nt | 0.9 | nt | nt | 3 | nt
- CC(C)C1CN1CC(O)Cn1ccnc1[N+](=O)[O-] (centres undefined)
    -4.4 | nt | nt | -0.8 | nt | nt | -1 | nt
- CCN(CC)Cc1cc(Oc2ccc(O)c(CN(CC)CC)c2)ccc1O
    -1.9 | nt | nt | 0.9 | nt | nt | 1 | nt
- O=C1C(=O)C(Cl)=C(Cl)C(Cl)=C1Cl
    11* | nt | nt | -0.6 | nt | nt | 2 | nt
- O=C(NCc1cccc(C(F)(F)F)c1)c1[nH]c(C(F)(F)F)nc1-c1ccccc1
    -1.5 | nt | nt | 0.6 | nt | nt | 1 | nt
- Cc1ccc(Cc2c(-c3ccco3)nc3ccc(Cl)cn23)cc1
    -3.7 | nt | nt | 2.1 | nt | nt | 6 | nt
- Clc1ccc(N2O[C@H]3C=C[C@@H]2C3)nc1
    -2.0 | nt | nt | 0.3 | nt | nt | 7 | nt
- Fc1cccc(Cc2c(-c3ccco3)nc3ccc(Cl)cn23)c1
    -5.8 | nt | nt | 8.1 | nt | nt | 5 | nt
- Cc1ccc2cccc(OC(=O)c3c(F)cccc3Cl)c2n1
    -1.4 | -1.8 | nt | nt | nt | nt | 1 | nt
- CN1CCOc2c1cnn(CCO)c2=O
    -5.8 | 0.9 | nt | nt | nt | nt | 26 | nt
- Cc1c(O)cnc2nn(-c3ccccc3)c(=N)n12
    -0.7 | 2.0 | nt | nt | nt | nt | 91* | nt
- C[n+]1ccc2[nH]c3ccccc3c2c1
    -3.6 | 1.4 | nt | nt | nt | nt | 7 | nt
- COc1ccc(C)cc1NC(=O)ON=C1CCCCC1
    -3.2 | 1.6 | nt | nt | nt | nt | 0 | nt
- COC(=O)N1C2CCCCC2=NN(c2ccccc2)N1C(=O)OC (centres undefined)
    -5.2 | -0.9 | nt | nt | nt | nt | 0 | nt
- COC(=O)C1(C)COP(=O)(Nc2ccc(OC)cc2)OC1 (centres undefined)
    -3.4 | -0.3 | nt | nt | nt | nt | -3 | nt
- COc1c(OP2(=S)OCC(C)(C)CO2)cnn(C2CCCCC2)c1=O
    1.6 | 0.6 | nt | nt | nt | nt | 1 | nt
- COc1cc2c(cc1OC)C(c1ccccc1[N+](=O)[O-])=NCC2
    -0.5 | 0.5 | nt | nt | nt | nt | 8 | nt
- CC(C)N1C(=O)NC2NC(=O)N(C(C)C)C21 (centres undefined)
    -2.7 | 0.5 | nt | nt | nt | nt | 1 | nt
- O=C1C(=Cc2ccc(F)cc2)Cc2ccccc21
    -1.2 | 0.2 | nt | nt | nt | nt | 0 | nt
- COc1ccc(C(Cl)=C(C=O)c2ccc(OC)c(OC)c2)cc1OC
    -1.5 | -5.6 | nt | nt | nt | nt | -1 | nt
- COc1cc(C=CC(=O)c2ccccc2)cc(OC)c1OC
    -1.9 | 0.4 | nt | nt | nt | nt | 0 | nt
- O=NN(Cc1cccnc1)C(=O)NC1CCCCC1
    -3.1 | -0.2 | nt | nt | nt | nt | 1 | nt
- CC(C)NC(=O)OCc1c(COC(=O)NC(C)C)c([N+](=O)[O-])n2c1CCC2
    -4.1 | 1.7 | nt | nt | nt | nt | -2 | nt
- CCC(=NNc1ccc([N+](=O)[O-])cc1[N+](=O)[O-])c1ccccc1
    -0.7 | 0.4 | nt | nt | nt | nt | 2 | nt
- COc1ccc(C(C#N)=C2C=CC(=NO)c3ccccc32)cc1
    -4.9 | 1.2 | nt | nt | nt | nt | -6 | nt

# The list goes on:
# Results follow in this order: FadD28 binding | TcdB inh | Mtb UGM inh | BioA inh | PfHsp40 rescue | Vc quorum ag | FBA Mtb inh | Yp Topo-I inh
- O=C(Nc1ccc(C(=O)O)cc1)Oc1ccc(N(CCCl)CCCl)cc1
    1.3 | -1.8 | nt | nt | nt | nt | 1 | nt
- O=C1OC2C(O)COC23OC(O)CCC13O (centres undefined)
    -2.9 | 0.9 | nt | nt | nt | nt | -2 | nt
- O=C(Nc1ccccc1C(=O)Nc1nccs1)c1ccccc1
    -5.7 | 1.5 | nt | nt | nt | nt | -3 | nt
- Cc1nnc(NCC=Cc2ccccc2)s1
    -1.0 | -1.3 | nt | nt | nt | nt | 3 | nt
- CCOC(=O)c1c(C)c(C)n2c1NC(=O)C2
    -1.3 | 0.2 | nt | nt | nt | nt | -5 | nt
- COC(=O)c1cc(=O)c2c(ccc3oc(=O)ccc32)[nH]1
    -4.6 | 1.2 | nt | nt | nt | nt | 11 | nt
- Oc1c(N=Nc2nn[nH]n2)ccc2ccccc12
    30* | 1.8 | nt | nt | nt | nt | -9 | nt
- COC(=O)c1cc(=O)nc(NN=Cc2ccc(C)cc2)s1
    -1.6 | 0.3 | nt | nt | nt | nt | 3 | nt
- CC1=CC(=O)C=CC1=Nc1ccc(N(C)C)cc1
    -1.1 | -6.5 | nt | nt | nt | nt | -1 | nt
- C=CCn1c2c(c3ccccc31)CCC2
    -2.9 | 1.5 | nt | nt | nt | nt | 2 | nt

# Reprinted at random: two entries already listed.
# Results follow in this order: FadD28 binding | TcdB inh | Mtb UGM inh | BioA inh | PfHsp40 rescue | Vc quorum ag | FBA Mtb inh | Yp Topo-I inh
- CCOC(=O)c1c(C)c(C)n2c1NC(=O)C2
    -1.3 | 0.2 | nt | nt | nt | nt | -5 | nt
- CC1=CC(=O)C=CC1=Nc1ccc(N(C)C)cc1
    -1.1 | -6.5 | nt | nt | nt | nt | -1 | nt
